TDP1 cell noCPT – qHTS for Inhibitors of human tyrosyl-DNA phosphodiesterase 1 (TDP1): qHTS in cells in absence of CPT; DT40 Tdp1-/- hTDP1 cells, no CPT, ATP luminescence, 48 h; Potency, µM (top dose mostly 46.2 µM), inactives show at the top dose activity change, negative = growth inhibition, actives largely listed as inhibitors; 420,000 tested, 15% active; AID 686978, 2013; further: nearly all actives have a fitted effect of over 55% in size
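Cells were dispensed at 400 per well, compounds added by pin tool, plates incubated ≥48 hr at 37 °C, then CellTiter-Glo added for 30 min at room temperature before luminescence reading. Line: DT40 Tdp1-/- complemented with hTDP1; camptothecin omitted.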
DT40 TDP1 CPT – qHTS for Inhibitors of human tyrosyl-DNA phosphodiesterase 1 (TDP1): qHTS in cells in presence of CPT | chicken DT40 Tdp1-/-;hTDP1 cells + 20 nM CPT, ATP luminescence, 48 h | AID 686979, 2013 | Potency, µM (top dose mostly 46.2 µM), inactives show at the top dose activity change, negative = growth inhibition, usual class: inhibitors | 420,000 tested, 12% active; further: nearly all actives have a fitted effect of over 55% in size
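Chicken DT40 Tdp1-/- cells stably complemented with human TDP1 were seeded at 400 cells/well in medium containing 20 nM camptothecin, exposed to pin-transferred compounds, and grown at 37 °C for at least 48 hr. Viability was read as ATP luminescence.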
TDP1 block – qHTS Assay for Inhibitors of Tyrosyl-DNA Phosphodiesterase (TDP1); 350,000 tested, 0.28% active; Potency, µM (top dose mostly 130 µM), for the others: at the highest dose activity change, negative = inhibition, most hits filed as inhibitors; recombinant TDP1, AlphaScreen DNA substrate cleavage; AID 485290, 2010; further: nearly all actives have a fitted effect of over 40% in size
Target sequence (Q9NUW8 whole entry, looked up): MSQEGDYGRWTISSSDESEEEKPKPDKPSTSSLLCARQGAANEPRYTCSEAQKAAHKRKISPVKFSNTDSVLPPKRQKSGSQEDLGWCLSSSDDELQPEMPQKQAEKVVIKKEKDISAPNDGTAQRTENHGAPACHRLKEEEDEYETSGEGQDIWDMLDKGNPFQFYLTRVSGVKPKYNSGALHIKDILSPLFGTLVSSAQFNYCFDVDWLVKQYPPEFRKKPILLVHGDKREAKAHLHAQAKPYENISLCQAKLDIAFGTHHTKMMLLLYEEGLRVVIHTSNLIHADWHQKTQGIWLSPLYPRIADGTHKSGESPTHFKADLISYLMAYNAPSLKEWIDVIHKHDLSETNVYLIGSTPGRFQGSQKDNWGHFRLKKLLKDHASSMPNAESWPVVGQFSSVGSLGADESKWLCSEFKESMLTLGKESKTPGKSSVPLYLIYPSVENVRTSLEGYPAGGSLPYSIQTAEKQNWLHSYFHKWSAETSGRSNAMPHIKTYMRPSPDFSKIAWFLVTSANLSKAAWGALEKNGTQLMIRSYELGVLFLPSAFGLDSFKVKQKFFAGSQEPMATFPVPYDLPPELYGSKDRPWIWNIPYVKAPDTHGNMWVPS
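AlphaScreen read-out: signal falls as enzyme removes the 3' tyrosine-FITC from a 5'-biotinylated DNA oligo (15 nM, 5 min, RT). Enzyme was E. coli-made recombinant Tdp1 at 1 nM, exposed to compound for 15 min beforehand; beads 10 ug/ml, 10 min.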
Starred values were filed as active, the others as inactive; u = inconclusive; x = no result given; & = joins results of further samples; [ ] = dose if it differs, or a comment. The call rests on the fitted dose curve; in most records, active means well fitted curve in the direction sought with a large enough effect; inconclusive means small, poorly fitted or top-dose-only effect, or another doubt; inactive means no such curve, though single readings can be large; an effect the other way counts as inactive or inconclusive. On the % scale 0 is the no-effect control and ±100 the full control effect; potency means the concentration at half of the fitted maximal effect.

nr | compound | DT40 TDP1 CPT | TDP1 cell noCPT | TDP1 block
1 | COc1ccc(C2CC3(CC(C)(C)NC(=S)N3)Oc3cc(O)cc(C)c32)cc1 (stereo not given) | 9.2µM* | 8.2µM* | 2%
2 | COc1ccc(C)cc1N(CC(=O)NC1CCCC1)C(=O)CCC(=O)Nc1nc(C)cs1 | u | u | 13%
3 | c1ccc2c(c1)CCCN2Cc1nnnn1CC1CCCO1 (stereo not given) | -11% | -11% | 4%
4 | O=c1c2c3c(sc2nc(NCCO)n1Cc1ccco1)CCCCC3 | -64% | u | 5%
5 | CC1(C)OC2OC(C3COC(=O)O3)C(OC(=O)c3ccccc3)C2O1 (stereo not given) | 4% | -7% | x
6 | O=C(NCCS(=O)(=O)N1CCN(c2ccccc2)CC1)C1CC(=O)N(c2ccccc2)C1 (stereo not given) | -20%&-2% | 2%&-17% | -3%&2%
7 | OCC[C@@H]1C[C@H](O)[C@@H](O)[C@@]2(OCc3ccc4ccccc4c32)O1 | -6% | -7% | x
8 | CCCn1c(SCC(=O)NCc2ccc(OC)cc2)n[nH]c1=O | 4% | -4% | 8%
9 | COCCn1c(NCc2ccco2)nc2c1c(=O)[nH]c(=O)n2C | -4% | -10% | 5%
10 | Cc1cc2c(ccc3[nH]onc32)n1 | -25% | u | 6%
11 | COCCN(C(=O)C1=COCCO1)c1c(N)n(Cc2ccccc2)c(=O)[nH]c1=O | 5% | -4% | 2%
12 | COC(=O)CSc1nc(NC(C)C)nc(N(C)C)n1 | 18% | 3% | 8%
13 | CCC(C)n1c(=S)[nH]c2c(sc3ccc([N+](=O)[O-])cc32)c1=O (stereo not given) | u | u | 10%
14 | CCCCCn1nc(C(=O)N(CC)c2c(N)n(CCCC)c(=O)[nH]c2=O)c2ccccc2c1=O | 7% | -5% | 0%
15 | COc1ccccc1CNC(=O)c1ccccc1NC(=O)C1=C(C)OCCS1 | 21µM* | u | 5%
16 | CCOC(=O)C1CCN(C(=O)Cn2cc(C#N)c3ccccc32)CC1 | -4% | -12% | 7%

Reformatted with one line to a screen: entries from further up.
13. CCC(C)n1c(=S)[nH]c2c(sc3ccc([N+](=O)[O-])cc32)c1=O (stereo not given)
14. CCCCCn1nc(C(=O)N(CC)c2c(N)n(CCCC)c(=O)[nH]c2=O)c2ccccc2c1=O
15. COc1ccccc1CNC(=O)c1ccccc1NC(=O)C1=C(C)OCCS1
16. CCOC(=O)C1CCN(C(=O)Cn2cc(C#N)c3ccccc32)CC1
Screen / compound no. | 13 | 14 | 15 | 16
DT40 TDP1 CPT | u | 7% | 21µM* | -4%
TDP1 cell noCPT | u | -5% | u | -12%
TDP1 block | 10% | 0% | 5% | 7%

Other records.
nr | compound | DT40 TDP1 CPT | TDP1 cell noCPT | TDP1 block
17 | CN=C1S/C(=C\c2ccc(N3CCOCC3)cc2C)C(=O)N1C | u | u | 6%
18 | CCOc1ccc(NC(=O)c2cnc(N3CCCC3)nc2C)cc1 | -9% | u | 1%
19 | CCOc1ccc(N2CC(C(=O)NNC(=O)c3ccc(Br)cc3)CC2=O)cc1 (stereo not given) | -28% | u | x
20 | COc1ccc(OC)c(NC(=O)CSc2nc(=O)n(Cc3ccccn3)c3c2CCC3)c1 | -4% | -7% | x
21 | COc1ccc(-c2c(-c3cc(OC)cc(OC)c3)n(C)c3ccc(-c4cccc5[nH]ccc45)cc23)cc1 | u | -11% | 2%
22 | Cc1ccc(C(CCNC(C)c2cccs2)c2ccco2)cc1 (stereo not given) | u | 18µM* | x
23 | Cc1cccc(Nc2c([N+](=O)[O-])cc(C(=O)N3CC(=O)Nc4ccccc43)cc2[N+](=O)[O-])c1 | u | u | 8%
24 | CNC(=O)COc1ccc(Nc2nnc(C)c3ccccc23)cc1 | 3% | 2% | 8%
25 | CCOC(=O)/C=c1\s/c(=C\c2c(OC)ccc3ccccc23)c(=O)n1CC(=O)NCC1CCCO1 (stereo not given) | u | 21µM* | 3%
26 | Clc1ccc(-c2noc(CCCOc3ccccc3)n2)cc1 | -7% | 4% | x
27 | O=C(Nn1cc(C(=O)N2CCN(c3ccccc3F)CC2)c2ccccc2c1=O)c1cnccn1 | 15µM* | 13µM* | 9%
28 | COC(=O)c1sc(-c2ccc(C(C)(C)C)cc2)cc1NC(=O)/C=C/C(=O)O | 4.6µM* | 4.6µM* | 3%
29 | CC(C)OCCCNC(=S)N1CCC(C(=O)c2ccc(F)cc2)CC1 | -28% | u | x
30 | O=C(NCc1ccccc1Cl)C1CCN(S(=O)(=O)Cc2ccccc2)CC1 | -21% | -22% | 14%
31 | COc1ccc(-c2cc(C(=O)N3CCCCCC3)c3ccccc3n2)c(OC)c1 | u | 12µM* | -4%[56.1 µM]
32 | Cc1ccc(-n2c(=O)c3sccc3n(CC(=O)NCc3ccco3)c2=O)cc1 | -26% | -2% | 3%
33 | COc1cccc2cc(S(=O)(=O)c3ccccc3)c(=Nc3ccc4c(c3)OCCO4)oc12 | -1% | -12% | 8%
34 | Cc1cc(NS(=O)(=O)c2ccc(NC(=O)CCCOc3ccccc3C)cc2)nc(C)n1 | -4% | -9% | x
35 | Cc1ccc(/C=C/C(=O)Nc2ccc(S(=O)(=O)Nc3onc(C)c3C)cc2)cc1 | -4% | 0% | x
36 | COc1ccc(OCC(O)CNC(=O)/C=C/c2cccc([N+](=O)[O-])c2)cc1 (stereo not given) | u | u | -3%
37 | CCOC(=O)C1CCCN(Cc2cccc(Oc3ccccc3)c2)C1 (stereo not given) | u | -18% | x
38 | COC(=O)[C@@]1(Sc2ccc(C)cc2)CC(=O)N(c2ccccc2)[C@@H]1c1ccccc1 | 18µM* | 18µM* | x
39 | CC(=O)Nc1cc(C(=O)N2CCN(C)CC2)ccc1Sc1ccc(C)cc1 | -1% | -11% | -2%
40 | Cc1cc(C)c2cc(C(c3nnnn3C3CCCC3)N3CCOCC3)c(=O)[nH]c2c1 (stereo not given) | -14% | -19% | -2%
41 | COc1ccc(-c2nnc(SCC(=O)Oc3cc(C)ccc3C)o2)cc1 | 14% | -2% | 3%
42 | CCOCCC(=O)Nc1ccc2c(c1)c(=O)n(C)n2C/C=C/c1ccccc1 | 4.6µM* | 3.3µM* | x
43 | Cc1nn(-c2ccccc2)c2sc(C(=O)OCc3nnc(-c4ccccc4)o3)cc12 | -30% | u | 3%
44 | Cc1cc(NC(=O)c2ccccc2F)n(C(C)(C)C)n1 | 1% | -23% | 6%
45 | Cc1cccc(-c2nnc(SCC(=O)N3CCCC3)o2)c1 | -4% | -24% | x
46 | Nc1nonc1-c1nc2ccccc2n1CC(=O)Nc1ccccc1C(=O)O | u | u | 1%
47 | O=C(NC1CCSc2ccccc21)c1cccc(S(=O)(=O)N2CCOCC2)c1 (stereo not given) | -24% | -9% | x
48 | Cn1c(=O)c2c(nc(N3CCN(c4ccccn4)CC3)n2Cc2ccc(Cl)cc2Cl)n(C)c1=O | -19% | -18% | 6%

6 compounds out of the list, sorted by length of the SMILES, highest first.
nr | compound | DT40 TDP1 CPT | TDP1 cell noCPT | TDP1 block
36 | COc1ccc(OCC(O)CNC(=O)/C=C/c2cccc([N+](=O)[O-])c2)cc1 (stereo not given) | u | u | -3%
39 | CC(=O)Nc1cc(C(=O)N2CCN(C)CC2)ccc1Sc1ccc(C)cc1 | -1% | -11% | -2%
41 | COc1ccc(-c2nnc(SCC(=O)Oc3cc(C)ccc3C)o2)cc1 | 14% | -2% | 3%
17 | CN=C1S/C(=C\c2ccc(N3CCOCC3)cc2C)C(=O)N1C | u | u | 6%
45 | Cc1cccc(-c2nnc(SCC(=O)N3CCCC3)o2)c1 | -4% | -24% | x
10 | Cc1cc2c(ccc3[nH]onc32)n1 | -25% | u | 6%

Going on with the list.
nr | compound | DT40 TDP1 CPT | TDP1 cell noCPT | TDP1 block
49 | CC(=O)c1ccc(NC(=O)C2CCC(CNS(=O)(=O)c3ccc4c(c3)CCCC(=O)N4)CC2)cc1 (stereo not given) | u | u | -3%
50 | CCOc1ccc(N(C(C)C(=O)N2CCCCCC2)S(C)(=O)=O)cc1 (stereo not given) | u | u | 1%
51 | O=C(CCCSc1nc2ccccc2[nH]1)NC(c1ccccc1)c1ccccc1 | 12µM* | 15µM* | 3%
52 | COc1ccccc1C(=O)Nc1nnc(-c2ccccc2)s1 | 1% | -25% | x
53 | COc1cc(C(=O)Nc2nnc(S(=O)(=O)N3CCCCCC3)s2)cc(OC)c1OC | -2% | -3% | 8%
54 | O=S1(=O)CCOCCN1Cc1ccccc1 | -2% | -19% | x
55 | CCN(CC)C(=O)C1=C(C)N(CCCN2CCCC2=O)C(=O)C(CC(=O)NCc2cccs2)C1 (stereo not given) | -7% | -10% | x
56 | OCCCn1c(C2CCCN2c2nc(-c3ccc(Cl)cc3)cs2)nc2cc(Cl)c(N3CCCCC3)cc21 (stereo not given) | u | u | x
57 | Cn1c(=O)c2c(ncn2CC(=O)Nc2cccc(C(F)(F)F)c2)n(C)c1=O | u | u | 7%[12.3 µM]
58 | N#Cc1cc(-c2cccc(Cl)c2)c[nH]c1=O | -7% | -12% | 0%
59 | COc1ccc2nc(SCC(=O)Nc3ccccc3)[nH]c2c1 | u | -13% | -3%
60 | Cc1c(C(=O)NCC(c2ccco2)N2CCCC2)oc2ccc(Cl)cc12 (stereo not given) | 21µM* | u | 5%
61 | Cc1ccc(C(=O)NCCCN2CCOCC2)cc1Cl | 29% | -3% | x
62 | CC(C)Cn1nc(-c2ccccc2)c2ccccc2c1=O | -24% | 8% | x
63 | Fc1ccccc1N1CCN(c2nnc(C(F)(F)F)c3nnn(Cc4ccccc4)c23)CC1 | u | u | 2%
64 | O=C1C2C3CCC(C3)C2C(=O)N1CNc1ccc(F)cc1 (stereo not given) | -12% | -13% | 7%
65 | COc1cccc(NC(=O)CN(C)C(=O)c2cc(S(=O)(=O)N3CCCCC3)ccc2Cl)c1 | u | u | x
66 | Cc1c(C(=O)OC2CCC(C)CC2)[nH]c2c1C(=O)CC(c1ccccc1Cl)C2 (stereo not given) | 5.2µM* | 4.6µM* | 0%[12.3 µM]
67 | C[C@]1(C(=O)O)C=C[C@@H](Cc2ccccc2)N1C(=O)c1ccccc1 | -5% | -22% | 0%
68 | CC12CCC(C(=O)Nc3ccccc3)(C(Br)C1=O)C2(C)C (stereo not given) | -21% | -3% | 4%
69 | CCn1c(SCC(=O)N(C)CC(=O)Nc2cccc(OC)c2)nnc1-c1ccco1 | 6% | -2% | -9%
70 | Cc1ccc(C(C)C)c(OCC#CCN2CCOCC2)c1 | -21% | -4% | x
71 | O=C(O)c1ccc(N2CCCCS2(=O)=O)cc1 | 23% | -5% | -5%
72 | CCN(CC)CCNC(=O)c1cc(S(C)(=O)=O)ccc1OC | 4% | -7% | 8%
73 | COc1ccc(Nc2nc(-c3sc(C)nc3C)cs2)c(OC)c1 | 6.5µM* | 8.2µM* | 12%
74 | COn1c(-c2ccccc2)nc2ncccc21 | 5% | -8% | x
75 | COCCCNC1CS(=O)(=O)CC1O (stereo not given) | -1% | 10% | x
76 | CCOC(=O)c1ccc(NC(=O)CN2CCN(Cc3ccccc3)CC2)cc1 | -7% | u | 1%
77 | CC1CC(C)CN(c2ccc([N+](=O)[O-])cc2-c2nn[nH]n2)C1 (stereo not given) | 2% | -14% | 0%
78 | CCC[C@@H]1CCCO[C@@](C(=O)NCc2cc(C)n(C)n2)(C(F)(F)F)C1 | -28% | u | 1%
79 | S=C(Nc1ccc(Cl)cc1)N(CCCN1CCOCC1)Cc1cccs1 | -9% | -21% | 1%
80 | CCCN(C(=O)c1cc(S(=O)(=O)N2CCCCCC2)ccc1OC)C1CCS(=O)(=O)C1 (stereo not given) | -29% | 0% | -3%
81 | Cc1cc(NC(=O)C2CC(=O)N(c3ccc(Cl)cc3)C2)no1 (stereo not given) | 3% | -5% | 14%
82 | CCC(C)(C)NC(=O)C(c1ccc(F)cc1)N(Cc1ccco1)C(=O)CCC(=O)Nc1ccccn1 (stereo not given) | -4% | -39% | 4%
83 | O=c1/c(=C/c2ccccc2)sc2nnc(-c3cccs3)n12 | u | u | 5%
84 | CC1CCN(S(=O)(=O)c2ccc(F)c(C(=O)O)c2)CC1 | -10% | 0% | -1%
85 | CSCCNC(=O)c1ccc2nc(C3CCCCC3)oc2c1 | -19% | -11% | x
86 | Cc1ccc(OCC(=O)Nc2ccc(O)c(-c3nc4ccccc4o3)c2)cc1 | 12µM* | u | 5%
87 | O=C(Cn1cc(COc2ccccc2[N+](=O)[O-])nn1)c1ccc(O)cc1 | -28% | -2% | x
88 | CC(=O)Cc1cc(=O)c2c(C)cc(O)c(C3OC(CO)C(O)C(O)C3O)c2o1 (stereo not given) | -3% | -22% | x
89 | c1cncc(-c2nc3ccccn3c2Nc2ccc3c(c2)OCCO3)c1 | u | 12µM* | 10%

Source: PubChem (National Center for Advancing Translational Sciences (NCATS))
